SENP8 block-1 – blocks the human protease SENP8; purified SENP8, Z-RLRGG-aminoluciferin cleavage, luminescence; inhibition, % at 10 µM; actives 1.2% (n = 330,000); AID 2540; in the data active = inhibition above about 50%
Target sequence (Q96LD8 whole entry, looked up): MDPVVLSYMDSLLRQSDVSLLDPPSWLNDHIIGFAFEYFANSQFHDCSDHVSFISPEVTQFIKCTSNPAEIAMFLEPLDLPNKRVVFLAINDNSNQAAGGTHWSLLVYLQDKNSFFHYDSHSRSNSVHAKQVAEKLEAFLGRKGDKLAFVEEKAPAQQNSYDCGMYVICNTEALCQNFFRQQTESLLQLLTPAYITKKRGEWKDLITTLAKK
SENP7 inh – SENP7 protease inhibition. Q9BQF6. recombinant SENP7, Z-RLRGG-aminoluciferin luminescence, 40 min. inhibition, % at 5 µM. actives 1.5% (n = 330,000). AID 434973;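 active = inhibition above about 50% at the single test dose, limit read from the data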;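 note: plate controls were DMSO with enzyme for no effect and no enzyme buffer wells for full effect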
SENP8 block-2 – inhibitors of human SENP8 protease | Q96LD8 | recombinant SENP8, Nedd8 substrate fluorescence | inhibition, % at 20 µM | actives 0.64% (n = 360,000) | AID 602440; in the data active = inhibition mostly above about 40%, no sharp cut-off; inactive = mostly below about 27%
SENP1 inh – blocks the human SENP1 SUMO protease catalytic domain; Q9P0U3; recombinant SENP1 catalytic domain, CyPet-SUMO1-YPet FRET cleavage; inhibition, % at 10 µM; actives 0.21% (n = 360,000);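 active = inhibition at least 30% at 10 µM, raw YFP signal under a set limit, fluorescence ratio 0.5 to 1.5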;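 note: 0% = enzyme with DMSO and 100% = no enzyme wells; some results filed as inactive read as strong as hits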
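Material: hSENP1 catalytic domain, recombinant; medium: Tris pH 8 with BME, BSA, NP40 and catalase; compound: single concentration of 10 µM compound, 0.5% DMSO final; technique: FRET read of cyan and yellow fluorescence; timing: 50 min enzyme reaction, room temperature, light-protected; reagent: SFCypet-SUMO1-SFYpet substrate at 25 nM; control set: no-enzyme low, enzyme-DMSO high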
Apaf1 inhib – inhibitors of human Apaf-1 apoptosome; reconstituted apoptosome caspase-3 activity, DEVD-Rh110 fluorescence; inhibition, % at 20 µM; actives 0.71% (n = 330,000); active = inhibition of at least 40% at 20 µM;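 note: plate controls were DMSO wells for no effect and DEVD-CHO caspase inhibitor wells for full effect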
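Assay system – apoptosome proteins · Medium – Hepes buffer, pH 7.5 · Also added – cytochrome c with DEVD-Rh110 · Timing – 30 min compound preincubation, 50 min activation, room temperature · Detection – Rh110 fluorescence, excitation 480 nm, emission 540 nm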
SENP6 inh – inhibitors of human SENP6 protease. Q9GZR1. Recombinant SENP6 catalytic domain, aminoluciferin luminescence. inhibition, % at 10 µM. actives 1.8% (n = 330,000);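 active = inhibition above about 50% at the single tested dose, limit read from the data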;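 note: plate controls were DMSO wells with enzyme for no effect and DMSO wells lacking enzyme for full effect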
Target sequence (Q9GZR1 628-1112 limits assumed): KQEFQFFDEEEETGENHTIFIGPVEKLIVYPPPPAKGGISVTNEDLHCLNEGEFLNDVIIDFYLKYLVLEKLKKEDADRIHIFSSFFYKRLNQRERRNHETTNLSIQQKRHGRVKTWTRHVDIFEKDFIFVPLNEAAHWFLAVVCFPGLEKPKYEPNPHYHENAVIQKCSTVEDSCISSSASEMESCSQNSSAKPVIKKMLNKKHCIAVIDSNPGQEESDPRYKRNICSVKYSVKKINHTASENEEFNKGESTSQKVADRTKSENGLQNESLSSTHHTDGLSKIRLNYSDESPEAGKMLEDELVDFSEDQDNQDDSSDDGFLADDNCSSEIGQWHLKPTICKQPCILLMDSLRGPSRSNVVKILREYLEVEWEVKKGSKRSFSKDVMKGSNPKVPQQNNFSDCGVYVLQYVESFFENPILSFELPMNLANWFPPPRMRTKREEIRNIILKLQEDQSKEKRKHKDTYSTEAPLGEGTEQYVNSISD
APOBEC3G inh – inhibitors of human APOBEC3G DNA deaminase. recombinant A3G, ssDNA deamination FAM/TAMRA fluorescence. Q9HC16. actives 0.28% (n = 330,000). AID 493012. inhibition, % at 20 µM;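 active = inhibition of at least 40% at 20 µM, with no more than 30% in the related APOBEC3A deaminase screen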;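 note: plate controls were DMSO wells with A3G for no effect and wells lacking A3G enzyme for full effect; some compounds called inactive have numbers as strong as hits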
Target sequence (Q9HC16 whole entry, looked up): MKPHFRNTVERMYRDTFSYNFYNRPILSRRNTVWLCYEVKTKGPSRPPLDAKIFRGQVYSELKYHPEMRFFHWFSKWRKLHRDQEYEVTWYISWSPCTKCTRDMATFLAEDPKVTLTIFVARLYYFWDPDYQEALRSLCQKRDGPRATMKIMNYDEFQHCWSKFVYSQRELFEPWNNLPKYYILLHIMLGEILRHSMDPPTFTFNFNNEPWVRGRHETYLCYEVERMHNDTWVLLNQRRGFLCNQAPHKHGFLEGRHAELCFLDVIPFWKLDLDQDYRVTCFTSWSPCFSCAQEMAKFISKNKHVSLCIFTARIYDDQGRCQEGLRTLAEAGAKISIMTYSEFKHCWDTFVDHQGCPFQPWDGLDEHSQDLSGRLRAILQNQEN
UBC13 inh – blocks human UBC13 polyubiquitin chain formation. P61088. TR-FRET. inhibition, % at 20 µM. actives 0.47% (n = 330,000); in the data active = inhibition above about 45%, passing the limit was not always enough
* = called active by the depositor; / = not tested or not shown.

no.	smiles	SENP8 block-1	SENP7 inh	SENP8 block-2	SENP1 inh
1	Cc1nc(SCC(=O)NC(=O)NCCC(C)C)c2c(-c3cccs3)csc2n1	-9	-3	20	-1
2	Cc1ccc(C)c(COC(=O)c2cc([N+](=O)[O-])ccc2N2CCOCC2)c1	-8	8	14	-1
3	CCS(=O)(=O)C1=NSC2=NC(=O)/C(=C\c3ccc(OS(=O)(=O)c4ccccc4)cc3)C(=N)N21	9	2	-74	-99
4	O=C1CCC2(C(=O)O)Sc3ccccc3N12 (stereo unspecified)	1	-7	22	1
5	CC(C)=CCN1CCNC(=O)C1CC(=O)NCc1nc(C)c(C)s1 (stereo unspecified)	9	2	1	-6
6	C[C@@H]1COC(=O)[C@@H](CC(=O)OC(C)(C)C)C/C=C\C[C@@H](CC(=O)N[C@@H](CO)Cc2ccccc2)C(=O)N1	2	-2	20	4
7	CCCc1cc(=O)oc2cc(C)cc(OCC(=O)NCc3cccnc3)c12	-4	0	-224	1
8	O=C(c1ccccc1Br)N1CCC(c2nc3ccccc3s2)CC1	-2	0	3	2
9	CCCCn1nnnc1SCC(=O)Nc1ccc(F)cc1	5	-2	16	2
10	COCCOc1cc(NC(=O)CS(=O)CC(=O)N(C)C)c(Cl)cc1Cl (stereo unspecified)	-3	-3	11	2
11	CCc1nc(NCCN)c(C#N)c2c1CSC(C)(C)C2	-5	0	-274	-1
12	CCOC(=O)c1cnc2ccc(C(=O)OC)cc2c1Nc1ccc(C(=O)O)cc1	-2	-5	-25	-2

no.	Apaf1 inhib	SENP6 inh	APOBEC3G inh	UBC13 inh
1	30	-45	-9	-3
2	27	-19	-5	1
3	5	14	0	-12
4	1	-1	-6	-13
5	-5	0	-5	10
6	-1	4	-8	8
7	-3	7	-6	17
8	3	-9	-6	8
9	-1	-6	-3	5
10	-6	-2	-4	-10
11	38	-13	-4	16
12	2	-8	-4	-1

(continued)
no.	smiles	SENP8 block-1	SENP7 inh	SENP8 block-2	SENP1 inh
13	O=C(Nc1nncs1)C(Sc1ccccc1)c1ccccc1 (stereo unspecified)	0	-2	13	3
14	COCCNCc1ccccc1[N+](=O)[O-]	2	8	-3	1
15	Cc1ccc(S(=O)(=O)N2CCCCC2)cc1NC(=O)CSc1nncn1-c1ccccc1	4	-7	22	2
16	Cc1nn(Cc2ccc(F)cc2)c(C)c1NC(=O)C1c2ccccc2Oc2ccccc21	0	-9	15	0
17	COc1cccc(C2CC(c3cccs3)=NN2C(=O)CSc2nc3ccccc3s2)c1OC (stereo unspecified)	-12	-7	-408	-1
18	CCc1ccc(Nc2nnc(SCC(=O)c3c(N)n(C4CC4)c(=O)[nH]c3=O)s2)cc1	-2	5	9	0
19	CCN(CC)S(=O)(=O)c1cccc(C(=O)OCC(=O)c2ccc3c(c2)NC(=O)CO3)c1	-3	-2	1	1
20	Cc1nc(N2CCOCC2)[nH]c(=O)c1C(O)C(Cl)(Cl)Cl (stereo unspecified)	-1	7	18	1
21	Cc1ccc(-c2nn(-c3ccc(F)cc3)cc2C(=O)NCC(c2cccs2)N2CCOCC2)cc1 (stereo unspecified)	-14	12	1	-2
22	Cc1ccc(SCc2cc(=O)n3ccsc3n2)c(C)c1	11	5	/	/
23	Cc1cc(C)cc(C(=O)N(CCc2ccccc2)C2CC3CCC(C2)N3C)c1 (stereo unspecified)	-8	13	14	0
24	CCCCn1c(SCC(=O)Nc2cc(C)on2)nc2c1c(=O)n(C)c(=O)n2C	4	2	16	2

no.	Apaf1 inhib	SENP6 inh	APOBEC3G inh	UBC13 inh
13	3	-19	0	8
14	-2	4	-4	-1
15	-1	-10	-7	6
16	-16	-12	-7	-10
17	10	2	14	-3
18	7	-12	-9	5
19	-4	-5	-9	4
20	-24	-6	-7	13
21	26	-6	-9	-9
22	2	25	-5	14
23	-4	-3	-1	0
24	-14	1	-7	8

Next part
no.	smiles	SENP8 block-1	SENP7 inh	SENP8 block-2	SENP1 inh
25	O=C(CN1CCOCC1)Nc1ccc([N+](=O)[O-])cc1Br	-3	-6	14	-1
26	Cc1cccc(Nc2nc(-c3ccccc3)cs2)n1	81*	93*	0	1
27	Cc1oc2c(c1C(=O)Nc1cccc(C(=O)O)c1)CCCC2	3	6	8	-6
28	O=C(NCCc1ccccc1)C1CCN(C2CCN(Cc3ccco3)CC2)CC1	-4	7	11	-8
29	CN(c1ccccc1)S(=O)(=O)c1ccc(C(=O)N2CCN(c3ccccc3Cl)CC2)cc1	1	-5	10	2
30	CCOC(=O)N1CCC(NC(=O)C2CCCN(S(=O)(=O)c3ccc4c(c3)oc(=O)n4C)C2)CC1 (stereo unspecified)	2	-2	7	0
31	C/C(CC(=O)Nc1cc(C)ccn1)=N\NC(=O)c1cccc(F)c1	5	-2	6	0
32	Cc1cc(Nc2ccccc2)nc(-c2ccccc2O)n1	-8	-8	-252	-37
33	O=C(N/N=C\c1cccs1)c1ccccc1-n1cccc1	-2	-2	14	0
34	CCN(CC)C(=O)c1sc(NC(=O)Cc2cccs2)c(C#N)c1C	1	0	12	0
35	CCOC(=O)/C(CCC[N+](C)(CC)CC)=N\O	-10	-5	6	2
36	O=C(COC(=O)C1CCC1)Nc1ccc(Oc2ccccc2)cc1	-3	-2	18	2

no.	Apaf1 inhib	SENP6 inh	APOBEC3G inh	UBC13 inh
25	9	-18	-4	-9
26	14	93*	-9	12
27	0	23	8	-2
28	-3	-24	-8	-3
29	7	11	-9	12
30	-6	-56	-8	0
31	-4	-6	-11	-5
32	13	-22	-4	18
33	-7	6	-4	-3
34	-5	-4	-8	2
35	6	-11	21	-17
36	1	-9	-9	3

Continuation.
no.	smiles	SENP8 block-1	SENP7 inh	SENP8 block-2	SENP1 inh
37	COC1Cc2ccccc2N(C(=O)N2CCN(CCO)CC2)c2ccccc21 (stereo unspecified)	9	1	-38	-7
38	CCOC(=O)c1c(N)sc(C(=O)Nc2ccccc2F)c1C	74*	78*	-73	3
39	Cc1nn(C)c(C)c1/C=N/N=C1\CCC2C3CCc4cc(O)ccc4C3CCC12C (stereo unspecified)	-4	5	15	-4
40	O=C(C1CCCC1)N1CCC(CC2CC(c3cccc(Br)c3)=NO2)(C(=O)NCC2CCCCC2)CC1 (stereo unspecified)	-13	7	16	0
41	CCC(=O)N(C)CCc1cc2c(c(OC)c1/C=N/NS(=O)(=O)c1ccc(C)cc1)OCO2	7	8	12	-1
42	Cc1ccc(N(C(=O)c2csnn2)C(C(=O)NC2CCCCC2)c2ccco2)cc1 (stereo unspecified)	-5	-7	-2	0
43	CCC(=O)n1nc(-c2cccnc2)nc1NCc1cccs1	1	6	5	6
44	CCc1ccc(CNC(=O)Cn2nc(-c3ccccc3)ccc2=O)cc1	-7	-3	-27	2
45	Cc1cccc2c(N=NC(=O)c3ccc(NS(=O)(=O)c4cccs4)cc3)c(O)[nH]c12	8	-6	24	2
46	CC1CCN(c2c(NCC3CCC(C(=O)N4CCc5ccccc5C4)CC3)c(=O)c2=O)CC1 (stereo unspecified)	-18	-24	19	4
47	O=C(C1CCC1)N1CCc2cc(S(=O)(=O)NCCCN3CCCCC3)ccc21	2	1	12	1
48	CCS(=O)(=O)NCCCCc1ccccc1	-7	-1	15	-2

no.	Apaf1 inhib	SENP6 inh	APOBEC3G inh	UBC13 inh
37	-18	-3	-5	-1
38	5	81*	-5	1
39	15	4	-1	-4
40	8	-14	-11	-2
41	-11	12	-1	4
42	12	-4	-10	1
43	3	-3	3	1
44	-4	-9	-8	16
45	-4	-9	-5	-28
46	24	-9	-11	-1
47	12	12	4	-8
48	2	-6	4	2

A different layout for some results above.
42	Cc1ccc(N(C(=O)c2csnn2)C(C(=O)NC2CCCCC2)c2ccco2)cc1 (stereo unspecified)
47	O=C(C1CCC1)N1CCc2cc(S(=O)(=O)NCCCN3CCCCC3)ccc21
Assay by compound	42	47
SENP8 block-1	-5	2
SENP7 inh	-7	1
SENP8 block-2	-2	12
SENP1 inh	0	1
Apaf1 inhib	12	12
SENP6 inh	-4	12
APOBEC3G inh	-10	4
UBC13 inh	1	-8

Additional entries:
no.	smiles	SENP8 block-1	SENP7 inh	SENP8 block-2	SENP1 inh
49	COc1ccc(NC(=O)c2ccc(S(=O)(=O)N3CCCCC3)cc2)cc1OC	-2	5	17	2
50	CCCCC(=O)Nc1cccc(-c2nn3c(C)nnc3s2)c1	-3	-2	0	-1
51	CCOC(=O)Cc1nnc(Nc2ccc(C(=O)NC)cc2)c2ccccc12	-4	-3	-184	0
52	COc1ccc(NC(=O)c2cc(-c3ccc(OC)c(OC)c3)nc3ccccc23)c(OC)c1	13	4	-46	0
53	COc1ccc(N2CCN(c3nc4ccccn4c(=O)c3/C=C(\C#N)S(=O)(=O)c3ccccc3)CC2)cc1	-9	47	-42	-36
54	COc1ccccc1NCC(=O)N/N=C/c1c(O)ccc2ccccc12	-9	-5	-50	-40
55	Cc1ccc(C(=O)N/C(=C/c2cccs2)C(=O)NCCc2c[nH]c3ccccc23)cc1	11	-3	4	0
56	Cc1cc(C)nc(SC2=CS(=O)(=O)c3ccccc32)n1	-1	3	1	-1
57	CC12CN(C(=O)c3ccccc3)C3(C#N)CC1CCC23C (stereo unspecified)	4	-1	23	2
58	Nc1nc(CSc2nnnn2-c2ccccc2)nc(N2CCCc3ccccc32)n1	-6	4	15	4
59	CCN(CCCNC(=O)Cn1ncc2c([nH]c3ccccc32)c1=O)Cc1ccccc1	7	-1	-26	-10
60	O=C(O)CC1(CC(=O)NCc2csc(-c3cccs3)n2)CCCCC1	-11	-8	-162	2
61	Cc1cccc(C(=O)NCCN(C)C)c1	2	3	31	-1

no.	Apaf1 inhib	SENP6 inh	APOBEC3G inh	UBC13 inh
49	4	-9	-5	1
50	-8	-19	-4	-6
51	-10	-12	-13	0
52	9	-17	-7	4
53	11	-12	-5	-31
54	20	-15	-5	-6
55	8	-8	-7	-4
56	5	-7	0	9
57	-3	-1	0	0
58	19	-4	-2	5
59	20	5	2	6
60	-6	-13	-6	-3
61	-10	14	-11	2

Gathered by group, the entries above with a thiophene ring, fused or not.
no.	smiles	SENP8 block-1	SENP7 inh	SENP8 block-2	SENP1 inh
1	Cc1nc(SCC(=O)NC(=O)NCCC(C)C)c2c(-c3cccs3)csc2n1	-9	-3	20	-1
17	COc1cccc(C2CC(c3cccs3)=NN2C(=O)CSc2nc3ccccc3s2)c1OC (stereo unspecified)	-12	-7	-408	-1
21	Cc1ccc(-c2nn(-c3ccc(F)cc3)cc2C(=O)NCC(c2cccs2)N2CCOCC2)cc1 (stereo unspecified)	-14	12	1	-2
33	O=C(N/N=C\c1cccs1)c1ccccc1-n1cccc1	-2	-2	14	0
34	CCN(CC)C(=O)c1sc(NC(=O)Cc2cccs2)c(C#N)c1C	1	0	12	0
38	CCOC(=O)c1c(N)sc(C(=O)Nc2ccccc2F)c1C	74*	78*	-73	3
43	CCC(=O)n1nc(-c2cccnc2)nc1NCc1cccs1	1	6	5	6
45	Cc1cccc2c(N=NC(=O)c3ccc(NS(=O)(=O)c4cccs4)cc3)c(O)[nH]c12	8	-6	24	2
55	Cc1ccc(C(=O)N/C(=C/c2cccs2)C(=O)NCCc2c[nH]c3ccccc23)cc1	11	-3	4	0
60	O=C(O)CC1(CC(=O)NCc2csc(-c3cccs3)n2)CCCCC1	-11	-8	-162	2

no.	Apaf1 inhib	SENP6 inh	APOBEC3G inh	UBC13 inh
1	30	-45	-9	-3
17	10	2	14	-3
21	26	-6	-9	-9
33	-7	6	-4	-3
34	-5	-4	-8	2
38	5	81*	-5	1
43	3	-3	3	1
45	-4	-9	-5	-28
55	8	-8	-7	-4
60	-6	-13	-6	-3

Random draw from the library. Share with any hit: about 3.6%.
